Fam108B counter: blocks mouse Fam108B hydrolase in RBBP9 counter-screen; recombinant Fam108B, FP-Rh probe fluorescence polarization; inhibition, % at 9.51 µM; actives 0.33% (n = 300,000);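 active means inhibition above the screen mean inhibition plus 3 SD, computed separately per campaign, cut at about 18% in these data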;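 further: inhibitors lower polarization as less probe binds the enzyme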
PME-1 primary: blocks human protein phosphatase methylesterase 1; Q9Y570; recombinant PME-1, FP-Rh probe fluorescence polarization; inhibition, % at 5.9 µM; actives 0.53% (n = 320,000); AID 2130;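 active means inhibition above the campaign mean of all compounds plus 3 SD, cut at about 26% in these data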;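 further: competitive labeling of PME-1 active site by serine hydrolase directed probe; 0% = PME-1 with DMSO and 100% = wells lacking PME-1 enzyme; inhibitors block probe labeling so polarization falls and inhibition rises; many of its hits are not listed in these tables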
Target sequence (Q9Y570 whole entry, looked up): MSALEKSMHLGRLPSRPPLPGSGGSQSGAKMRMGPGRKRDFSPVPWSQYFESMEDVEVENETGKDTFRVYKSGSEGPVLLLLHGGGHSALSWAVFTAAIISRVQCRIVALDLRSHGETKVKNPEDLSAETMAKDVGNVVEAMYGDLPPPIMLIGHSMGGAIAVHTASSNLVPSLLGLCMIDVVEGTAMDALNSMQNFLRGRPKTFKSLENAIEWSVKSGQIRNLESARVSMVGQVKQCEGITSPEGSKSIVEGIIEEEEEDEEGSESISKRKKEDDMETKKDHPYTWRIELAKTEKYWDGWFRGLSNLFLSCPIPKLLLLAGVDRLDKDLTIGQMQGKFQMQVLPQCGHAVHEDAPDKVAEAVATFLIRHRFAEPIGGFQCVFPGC
MCL1-BIM inh: disrupts human MCL1 binding to BIM-BH3 peptide; Q07820; GST-MCL1 / FITC-Bim-BH3 fluorescence polarization; inhibition, % at 10.9 µM; actives 0.68% (n = 320,000); AID 2057;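 active means inhibition above the mean inhibition of all tested compounds plus 3 SD, set per campaign, cut at about 40% in these data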;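 further: 0% = DMSO wells and 100% = unlabeled Bim-BH3 peptide control; higher means more loss of mP so more displacement of Bim peptide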
pPAFAH FP inh: inhibitors of human plasma PAF acetylhydrolase (pPAFAH) | Q13093 | recombinant pPAFAH, FP-rhodamine probe fluorescence polarization | inhibition, % at 3.39 µM | actives 1.5% (n = 330,000) | AID 463082;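 active means inhibition above the mean inhibition across the screen plus 3 SD, cut at about 25% in these data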;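 further: inhibitors block binding of the rhodamine activity-based probe so polarization drops; 0% = enzyme with DMSO and 100% = wells lacking pPAFAH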
GLD-1 RNA inh: GLD-1-TGE RNA interaction inhibition (C. elegans); actives 0.44% (n = 320,000); purified GLD-1 + fluorescein TGE RNA, fluorescence polarization; inhibition, % at 5.96 µM; Q17339;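 active means percent inhibition above a per-plate cutoff, the plate mean of test compounds plus 3 SD, cut at about 30% in these data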;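 further: 0% = DMSO wells with GLD-1 and probe and 100% = wells lacking GLD-1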
PAFAH1B2 inh: PAFAH1B2 (human) inhibition; P68402; recombinant PAFAH1B2, FP-rhodamine activity probe, fluorescence polarization; inhibition, % at 3.39 µM; actives 1.2% (n = 340,000);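 active means inhibition above the mean of all tested compounds plus 3 SD, cut at about 24% in these data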;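 further: 0% = enzyme with DMSO and 100% = wells lacking PAFAH1B2; many of its hits are not listed in these tables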
Target sequence (P68402 whole entry, looked up): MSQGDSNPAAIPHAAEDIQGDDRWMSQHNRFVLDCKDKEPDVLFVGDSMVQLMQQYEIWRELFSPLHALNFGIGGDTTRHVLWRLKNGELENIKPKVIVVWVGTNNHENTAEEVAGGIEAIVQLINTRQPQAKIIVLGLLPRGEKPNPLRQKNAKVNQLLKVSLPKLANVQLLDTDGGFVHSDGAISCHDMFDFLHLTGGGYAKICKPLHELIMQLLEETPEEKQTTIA
MEX-5 binding: C. elegans MEX-5 TCR-2 RNA binding activity; MEX-5/FITC-TCR2 RNA binding, fluorescence polarization; stronger effect = lower value; activity score (negative = inhibition of binding), % at 10 µM; actives 0.38% (n = 300,000); AID 1832;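 active means inhibition past about -25% in most replicates, and total fluorescence under double the plate's negative control median, limit read from the data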;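 further: 0% = DMSO and -100% = 5 µM competing unlabeled TCR2 RNA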
AHR act: activates the human aryl hydrocarbon receptor. actives 2.5% (n = 320,000). P35869. AID 2796. AHR-responsive luciferase reporter cells, luminescence. activation, % at 5 µM; in the data active means activation above about 47%;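 further: 0% = vehicle wells and 100% = reference agonist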
Bcl-xL primary: Bcl-xL (human) inhibition; Q07817; GST-Bcl-xL / FITC-Bim BH3 peptide fluorescence polarization; inhibition, % at 10.9 µM; actives 0.7% (n = 320,000); AID 2129;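 active means inhibition above the mean of all tested compounds plus 3 SD, cutoff set per campaign, cut at about 30% in these data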;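 further: 0% = DMSO wells and 100% = unlabeled Bim-BH3 peptide competitor; inhibitors lower millipolarization by displacing the labeled peptide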
Target sequence (Q07817 whole entry, looked up): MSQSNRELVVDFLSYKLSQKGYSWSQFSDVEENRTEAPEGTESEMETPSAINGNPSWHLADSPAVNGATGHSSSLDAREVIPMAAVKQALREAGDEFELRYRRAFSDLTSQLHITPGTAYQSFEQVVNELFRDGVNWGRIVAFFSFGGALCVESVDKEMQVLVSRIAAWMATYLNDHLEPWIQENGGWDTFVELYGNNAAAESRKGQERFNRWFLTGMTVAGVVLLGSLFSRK
The depositor's hits bear a star; · = no result given.

item	compound	Fam108B counter	PME-1 primary	MCL1-BIM inh	pPAFAH FP inh	GLD-1 RNA inh	PAFAH1B2 inh	MEX-5 binding	AHR act	Bcl-xL primary
1	CSc1cccc(NC(=O)CCCOc2ccccc2)c1	-5	3	-4	0	0	6	-1.6	3	2
2	O=C1CCN(Cc2ccccc2)S(=O)(=O)c2ccc(F)cc21	·	3	0	1	-2	-5	·	0	4
3	CC[C@@H](C)[C@H](NC(=O)C1CCN(C(=O)[C@@H](NS(=O)(=O)c2ccc(C)cc2)C(C)C)CC1)C(=O)O	3	-3	-8	4	1	-1	3.7	0	0
4	C=CCOc1ccc(C2C(C#N)=C(N)N(Nc3ccccc3)C3=C2C(=O)CCC3)cc1OC (stereo unspecified)	3	-3	4	2	4	6	4.1	9	2
5	COc1ccc(NC(=O)c2ccc(NC(=O)C3CC3)cc2)cc1	2	-1	7	1	1	1	0.2	-3	6
6	CCOC(=O)c1c(C(=O)OCC)c(C)n(CCc2ccccc2)c1C	-1	-4	2	3	1	7	-1.3	7	3
7	COC(=O)N1CCN(S(=O)(=O)c2ccc(F)cc2)CC1	-4	5	8	-2	3	0	-0.7	0	1
8	Cc1ccc(OCCCN2CCCC2)c(C)c1	4	1	-2	3	0	0	-0.3	1	8
9	CC(C)CNC(=O)C1Nc2ccc(C(F)(F)F)cc2C2C=CCC12 (stereo unspecified)	4	5	4	8	-5	8	0.7	7	5
10	O=C(O)c1cccnc1SCC(=O)N1CCCc2ccccc21	-3	-8	6	5	-1	10	-7.9	2	11
11	COc1cccc(N=C2SC(CC(=O)Nc3ccccc3)C(=O)N2Cc2ccccn2)c1 (stereo unspecified)	7	-8	0	-3	7	2	1.1	5	8
12	CC1CCN(C(=O)c2[nH]cnc2C(=O)Nc2ccc(Cl)cc2)CC1	·	-7	-4	-2	3	6	·	-5	-3
13	c1ccc(-c2csc(Nc3cccnc3)n2)nc1	-3	-4	4	-6	7	5	-0.6	20	4
14	CCCn1ncc2c(Nc3ccc(C)c(C)c3)ncnc21	3	-7	-30	3	2	7	-0.7	5	0
15	CN1N=C(C(=O)Nc2ccc3c(c2)CCC3)CCC1=O	-3	6	1	2	-6	6	-1.7	-4	-1
16	CN(CC(=O)NCCc1ccccc1)S(=O)(=O)c1cccc2nsnc12	1	3	8	1	8	5	0.5	4	10
17	CC1CN(C2=NC(=O)/C(=C3/C(=O)N(Cc4ccc(F)cc4)c4ccccc43)S2)CC(C)O1 (stereo unspecified)	-3	1	11	0	5	-2	1.2	1	7
18	COc1cc(/C=C2\C(=N)N3N=C(C(C)C)SC3=NC2=O)ccc1OCCOc1ccc(NC(C)=O)cc1	4	2	4	2	1	3	-0.2	3	5
19	COC(=O)CNc1c(-c2ccccc2)nc2ccc(Br)cn12	2	-1	12	7	9	7	1.3	5	10
20	O=C(Nc1nc2nccc(-c3ccccc3)n2n1)c1ccccc1	-1	-5	-6	0	2	8	1.5	-3	1
21	O=C1C(Cc2ccccc2)S/C(=N/N=C/c2ccco2)N1c1ccccc1 (stereo unspecified)	-2	-6	-1	5	-3	-3	0.4	4	6
22	C=CCn1c(=O)c(C(=O)NCc2ccccc2Cl)c(O)c2ccccc21	-5	-8	3	7	1	3	2.5	3	3
23	CC(=O)c1nn(-c2cccc(Br)c2)cc1C(=O)c1ccc(Cl)cc1	1	1	3	4	3	2	-1.7	11	2
24	COc1ccc(C2=C/C(=C\c3ccc(OC(C)=O)cc3)C(=O)O2)cc1	0	-4	-5	2	2	5	-3.0	0	2
25	Cc1cccc(NC(=S)NC2CC3CCCC(C2)N3CC(C)C)c1C (stereo unspecified)	-3	-1	5	2	3	-1	-1.7	0	3
26	CCOc1ccc(N2C(=O)CC(NCc3ccc(F)cc3)C2=O)cc1 (stereo unspecified)	1	-2	4	-5	3	1	-1.3	1	5
27	O=C(NNC(=S)NC1CCCCC1)c1cccs1	11	-6	-1	-1	1	4	-4.7	2	1
28	COCCN(C(=S)Nc1ccc(OC)c(Cl)c1)C1CCN(C(C)C)CC1	1	7	-2	7	5	1	-0.9	-10	5
29	Cc1oc2ccc(OCc3ccccc3F)cc2c1C(=O)O	1	3	0	7	0	10	-0.9	0	3
30	Cc1ccc([N+](=O)[O-])c(OCCCN2CCC(Cc3ccccc3)CC2)c1	1	-5	-4	-4	9	-5	-2.3	0	3
31	CC(OC(=O)C1CC1)C(=O)Nc1cc(C(F)(F)F)ccc1Cl (stereo unspecified)	-3	13	5	4	2	3	-3.0	-2	6
32	CCC1=C(OC(=O)N(CC)CC)N2C(=O)OC(=NCC3CC3)[C@]2(Cc2ccccc2)[C@H]2C1=CC[C@H]1C(=O)N(CC(=O)OC)C(=O)[C@H]12	1	0	5	5	5	·	-0.6	0	7

For convenience, 13 of the compounds above.
item	compound	Fam108B counter	PME-1 primary	MCL1-BIM inh	pPAFAH FP inh	GLD-1 RNA inh	PAFAH1B2 inh	MEX-5 binding	AHR act	Bcl-xL primary
18	COc1cc(/C=C2\C(=N)N3N=C(C(C)C)SC3=NC2=O)ccc1OCCOc1ccc(NC(C)=O)cc1	4	2	4	2	1	3	-0.2	3	5
19	COC(=O)CNc1c(-c2ccccc2)nc2ccc(Br)cn12	2	-1	12	7	9	7	1.3	5	10
20	O=C(Nc1nc2nccc(-c3ccccc3)n2n1)c1ccccc1	-1	-5	-6	0	2	8	1.5	-3	1
21	O=C1C(Cc2ccccc2)S/C(=N/N=C/c2ccco2)N1c1ccccc1 (stereo unspecified)	-2	-6	-1	5	-3	-3	0.4	4	6
22	C=CCn1c(=O)c(C(=O)NCc2ccccc2Cl)c(O)c2ccccc21	-5	-8	3	7	1	3	2.5	3	3
23	CC(=O)c1nn(-c2cccc(Br)c2)cc1C(=O)c1ccc(Cl)cc1	1	1	3	4	3	2	-1.7	11	2
24	COc1ccc(C2=C/C(=C\c3ccc(OC(C)=O)cc3)C(=O)O2)cc1	0	-4	-5	2	2	5	-3.0	0	2
25	Cc1cccc(NC(=S)NC2CC3CCCC(C2)N3CC(C)C)c1C (stereo unspecified)	-3	-1	5	2	3	-1	-1.7	0	3
26	CCOc1ccc(N2C(=O)CC(NCc3ccc(F)cc3)C2=O)cc1 (stereo unspecified)	1	-2	4	-5	3	1	-1.3	1	5
27	O=C(NNC(=S)NC1CCCCC1)c1cccs1	11	-6	-1	-1	1	4	-4.7	2	1
28	COCCN(C(=S)Nc1ccc(OC)c(Cl)c1)C1CCN(C(C)C)CC1	1	7	-2	7	5	1	-0.9	-10	5
29	Cc1oc2ccc(OCc3ccccc3F)cc2c1C(=O)O	1	3	0	7	0	10	-0.9	0	3
30	Cc1ccc([N+](=O)[O-])c(OCCCN2CCC(Cc3ccccc3)CC2)c1	1	-5	-4	-4	9	-5	-2.3	0	3

More results follow.
item	compound	Fam108B counter	PME-1 primary	MCL1-BIM inh	pPAFAH FP inh	GLD-1 RNA inh	PAFAH1B2 inh	MEX-5 binding	AHR act	Bcl-xL primary
33	Cc1ccc(CNC(=O)CN(C2CCCCC2)S(C)(=O)=O)cc1	-3	-3	-3	4	0	8	2.0	1	2
34	O=c1cc(O)c2sc(Nc3ccc(F)c(Cl)c3)nc2[nH]1	10	5	-25	22	-22	·	1.6	0	-11
35	CC(C)c1ccc(N(CC(=O)NCC2CCCO2)C(=O)CCC(=O)Nc2nccs2)cc1 (stereo unspecified)	-1	-4	1	5	3	2	1.4	0	-1
36	Cc1ccc2nc(SC(C(=O)Nc3ccc(F)cc3)c3ccccc3)[nH]c2c1 (stereo unspecified)	-8	-18	4	-7	3	-1	0.9	79*	-2
37	CC1=CC(C)(C(Cl)Cl)C(C)=CC1=O (stereo unspecified)	-2	-2	-7	0	-2	1	1.5	-2	-2
38	CCN(CC(=O)Nc1cc(Cl)ccc1C)C(=O)CSCc1ccc(C)cc1	3	2	-12	2	-3	12	1.3	1	-3
39	CC(C)(C)n1nnnc1C(c1cccc(C(F)(F)F)c1)N1CCC(O)CC1 (stereo unspecified)	1	-2	6	3	0	1	0.1	0	6
40	Cc1cc(N2CCN(C(=O)c3cccs3)CC2)c(F)cc1[N+](=O)[O-]	5	3	7	3	0	3	2.3	-4	-1
41	NS(=O)(=O)c1ccc(-c2ccc(C=NC3CCS(=O)(=O)C3)o2)cc1 (stereo unspecified)	1	0	16	-4	-2	-2	0.6	1	10
42	Cc1cc(C)n2nc(SCc3ccccc3)nc2n1	-1	1	3	-1	6	2	-1.2	-9	5
43	O=C(Nc1ccccc1Cl)N1CCN(c2ccccn2)CC1	-1	-2	6	4	1	2	1.7	-9	4
44	O=C(CCC(=O)N1CCN(c2ccc(F)cc2)CC1)c1ccc(F)cc1	0	0	2	22	0	·	-3.6	1	-2
45	CCc1nc(N=Nc2c(O)[nH]c3ccccc23)c2c3c(sc2n1)CCC3	0	12	8	2	9	-1	-5.2	-4	3
46	O=Cc1cn(-c2ccccc2)nc1-c1cccnc1	3	10	-3	-2	-2	4	-0.3	25	-1
47	Cc1cc(C)c(OCC(=O)OCC(=O)N2CCc3ccccc3C2)c(C)c1	1	0	0	13	2	4	1.6	-1	2
48	CCOC(=O)C1=C(C)NC(=S)N(C(C)=O)C1c1ccc(Cl)cc1 (stereo unspecified)	-2	-1	1	0	6	1	-3.7	-1	2
49	O=C(CCC(NC(=O)OCc1ccccc1)C(=O)OCC(=O)N1CCCCC1)OCC(=O)N1CCCCC1 (stereo unspecified)	0	5	0	3	5	6	0.2	1	5
50	COc1ccc(CN2CCCC(C(=O)c3ccc(Cl)cc3)C2)cc1Cn1cncn1 (stereo unspecified)	6	5	5	4	-2	2	1.7	18	9
51	CC1(C)C(=O)Nc2ccccc2N1C(=O)COC(=O)COc1ccc(C#N)cc1	2	4	-16	1	5	5	3.2	0	-7
52	O=C(C1CCN(S(=O)(=O)c2cc(Cl)ccc2Cl)CC1)N1CCCC1	-3	-8	5	-8	-8	-3	2.0	1	0
53	NC(=O)c1ccc(NC(=O)c2cccc3c2OCCCO3)cc1	2	-6	-2	3	0	·	-0.3	0	3
54	Cc1c(C(=O)NCc2cccnc2)sc2nc(-c3ccc(F)cc3)cn12	-3	1	10	0	3	-2	-1.0	-6	3
55	COc1cccc(NC(=O)C2CCN(S(=O)(=O)c3ccc4c(c3)CC(C)N4C(C)=O)CC2)c1 (stereo unspecified)	0	4	1	4	5	-1	-1.0	3	1
56	COc1ccc(C2C3=C(CCCC3=O)Nc3ccc4ncccc4c32)cc1OC (stereo unspecified)	1	3	3	6	-6	-1	0.6	3	8
57	CCOC(=O)c1c(NC(=O)COC(=O)c2nc(Cl)ccc2Cl)sc(C(=O)N(C)C)c1C	7	0	-1	4	-1	3	-3.2	5	1
58	Cc1ccc(-c2ccc3nnc(SCC(=O)NCC4CCCO4)n3n2)cc1 (stereo unspecified)	-1	-1	-2	2	0	-3	-1.6	-1	4
59	O=C(NCc1cccnc1)c1ccc(COc2cccc3ccccc23)o1	2	0	9	17	-2	3	-1.1	78*	7

From PubChem

A portion of the library, so the mix of outcomes need not match the whole.
